PfHsp90 set2: inhibits growth of yeast expressing Plasmodium falciparum Hsp90; S. cerevisiae expressing PfHsp90, BacTiter-Glo ATP, 48 h; yeast lacking PDR1 and PDR3 efflux regulators; inhibition, % at 9.4 µM; actives 0.32% (n = 310,000);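 active = every replicate shows inhibition above about 80%, whatever the replicate mean, limit read from the data; inconclusive = mean inhibition reaches the set limit but some replicate falls short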;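 note: 0% = DMSO neutral controls and 100% = 20 µM radicicol positive controls; yeast relying on Plasmodium falciparum Hsp90 in place of its own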
CAL PDZ inh: blocks peptide binding to human CAL PDZ domain | Q9HD26 | purified CAL PDZ, TMR-peptide fluorescence polarization, 1 h | inhibition, % at 20 µM | actives 0.02% (n = 330,000) | AID 504414;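 active = highest replicate inhibition of at least 40%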;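 note: plate controls were DMSO neutral control wells for no effect and unlabeled competitor peptide control wells for full effect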
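Assay system – tagged CAL PDZ protein CerCALP, purified · Timing – 1 h at RT · Compound – single point, 20 µM · Measured by – fluorescence polarization from S- and P-plane intensities, G-factor corrected · Evaluation – inhibition from polarization loss · Probe or stimulus – TMR reporter peptide T*-PRC34 · Buffer or medium – pH 7.4 phosphate-saline buffer, reducing agent, detergent, IgG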
Tat export inh: E. coli Tat transport inhibition. E. coli MC4100 TorA-mCherry Tat export, fluorescence. inhibition, % at 10 µM. actives 0.036% (n = 340,000);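 active = mean replicate inhibition at least 50% and at least half of replicates individually reaching 50%; inconclusive = only one of the two criteria met; inactive = neither criterion met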;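 note: exported cargo escapes ClpAP degradation while cytoplasmic cargo is degraded and loses fluorescence; 0% = median of neutral control wells and 100% = median of NaSCN control wells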
PvdQ acylase: P. aeruginosa PvdQ acylase inhibition. purified PvdQ acylase, fluorescence plate reader. inhibition, % at 10 µM. actives 0.063% (n = 340,000). AID 488965; in the data active = inhibition above about 30%, passing the limit was not always enough; inconclusive = no clear call, values can overlap the other calls;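 note: 0% = vehicle neutral wells and 100% = reference inhibitor wells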
DAGLB inhibitor: blocks human DAGLB lipase activity; inhibition, % at 5.17 µM; Q8NCG7; actives 0.059% (n = 340,000); HEK293T DAGLB membrane lysate, EnzChek fluorogenic substrate; in the data active = inhibition above about 34%;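 note: 0% = enzyme with vehicle and 100% = wells lacking enzyme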
Target sequence (Q8NCG7 whole entry, looked up): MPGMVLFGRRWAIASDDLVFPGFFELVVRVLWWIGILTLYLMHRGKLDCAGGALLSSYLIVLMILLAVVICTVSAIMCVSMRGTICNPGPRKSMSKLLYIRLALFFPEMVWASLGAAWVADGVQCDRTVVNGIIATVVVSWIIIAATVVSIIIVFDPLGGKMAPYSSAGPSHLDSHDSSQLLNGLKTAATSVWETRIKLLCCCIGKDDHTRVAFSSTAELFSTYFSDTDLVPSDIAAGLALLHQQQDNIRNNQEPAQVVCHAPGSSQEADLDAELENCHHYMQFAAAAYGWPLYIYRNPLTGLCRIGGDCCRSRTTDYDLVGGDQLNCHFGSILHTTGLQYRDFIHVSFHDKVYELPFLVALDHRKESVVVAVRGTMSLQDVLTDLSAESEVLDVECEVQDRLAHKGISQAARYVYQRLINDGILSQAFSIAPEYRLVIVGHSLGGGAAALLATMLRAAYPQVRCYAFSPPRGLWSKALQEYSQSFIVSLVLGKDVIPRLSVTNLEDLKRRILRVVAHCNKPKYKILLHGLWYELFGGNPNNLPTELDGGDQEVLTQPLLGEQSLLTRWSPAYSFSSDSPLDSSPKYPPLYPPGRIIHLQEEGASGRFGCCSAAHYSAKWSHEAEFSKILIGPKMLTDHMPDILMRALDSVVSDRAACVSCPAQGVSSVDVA
Ecoli viability: reduces bacterial viability in AddAB counter-screen | AID 449728 | inhibition, % at 11.9 µM | actives 0.27% (n = 330,000) | E. coli V3065 growth, OD600 absorbance, 18 h;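 active = inhibition above the campaign's mean inhibition across all tested compounds plus 3 SD, cut at about 9.9% in these data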;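 note: uninfected addAB+ strain grown without phage in ampicillin broth; 0% = DMSO wells and 100% = ciprofloxacin 0.95 µg/ml wells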
Wnt bcat act: Wnt/beta-catenin pathway activation | Wnt/beta-catenin reporter cell assay, activator, plate reader | activation, % at 9.35 µM | actives 1.2% (n = 300,000) | AID 743398; in the data active = activation above about 30%, passing the limit was not always enough; inconclusive = no clear call, values can overlap the other calls;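 note: 0% = neutral control wells and 100% = positive control wells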
Rtt109 Vps75: blocks Candida albicans Rtt109/Vps75 acetyltransferase activity; Q5AAJ8; purified Rtt109/Vps75, ThioGlo CoA-SH fluorescence, 4 h; inhibition, % at 34.9 µM; actives 0.16% (n = 330,000);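 active = inhibition of at least 50% in every replicate; inconclusive = best replicate reaches 50% inhibition but some replicates fall short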
Target sequence (Q5AAJ8 whole entry, looked up): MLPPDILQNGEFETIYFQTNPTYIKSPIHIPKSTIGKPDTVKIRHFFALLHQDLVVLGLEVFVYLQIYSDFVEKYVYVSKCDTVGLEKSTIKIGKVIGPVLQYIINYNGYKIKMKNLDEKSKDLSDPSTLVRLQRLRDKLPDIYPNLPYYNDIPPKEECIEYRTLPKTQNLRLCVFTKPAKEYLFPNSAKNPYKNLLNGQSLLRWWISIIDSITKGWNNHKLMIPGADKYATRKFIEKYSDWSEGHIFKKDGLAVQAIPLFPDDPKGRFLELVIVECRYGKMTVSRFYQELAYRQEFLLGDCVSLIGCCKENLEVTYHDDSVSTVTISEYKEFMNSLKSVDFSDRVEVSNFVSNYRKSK
phage Ecoli inh: E. coli growth loss with phage present. growth absorbance. inhibition, % at 11.9 µM. actives 0.26% (n = 360,000); in the data active = inhibition above about 11%
AddAB inh: less growth of phage-infected E. coli with AddAB | inhibition, % at 11.9 µM | actives 0.29% (n = 330,000) | E. coli expressing H. pylori AddAB, absorbance growth; in the data active = inhibition above about 12%;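 note: 0% = vehicle wells of infected cells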
Active calls of the source: *; ? = inconclusive; . = no result given. Compounds were not picked by outcome; any-hit rate near 1.9%.

SMILES	PfHsp90 set2	CAL PDZ inh	Tat export inh	PvdQ acylase	DAGLB inhibitor	Ecoli viability	Wnt bcat act	Rtt109 Vps75	phage Ecoli inh	AddAB inh
Cc1ccc(S(=O)(=O)N2CCC(=O)N(C(CO)Cc3ccccc3)CC2)cc1 (configuration not stated)	11	-1.0	4	0	1	0.0	2	8	3.0	1.6
COc1ccc(CNC(=O)C2(CC3CC(c4ccccc4)=NO3)CCN(C(=O)C3CCCC3)CC2)cc1 (configuration not stated)	23	-2.3	-8	-16	0	-2.4	-2	10	0.2	1.8
O=C(O)CC1(c2ccccc2)C(=O)c2ccccc2C1=O	.	-0.4	3	-6	0	2.0	12	0	1.8	3.3
COc1ccc(C)cc1NC(=O)C1CC1c1ccccc1 (configuration not stated)	-12	-0.7	3	1	-4	0.2	1	0	0.1	1.1
Cc1cccc(OCCCCn2c(CO)nc3ccccc32)c1	-18	-0.4	5	-4	0	-0.9	0	1	0.7	3.0
O=C(O)c1ccc(N=Cc2c(O)ccc3ccccc23)cc1	5	-1.0	-3	-17	0	0.3	1	-3	0.0	1.9
CCN(c1ccccc1)S(=O)(=O)c1cccc(C(=O)OCC(=O)Nc2ccc(NC(C)=O)cc2)c1	25	3.2	6	-5	-3	-1.9	-4	1	-1.6	-2.7
CCC(C)NC(=O)c1cc2c(=O)n3cccc(C)c3nc2s1 (configuration not stated)	9	.	0	-25	-3	-0.6	3	9	3.8	-1.0
Cc1cccc(-n2cnc(C(=O)N/N=C/c3ccccc3)c2)n1	21	0.0	-7	-5	-1	3.5	.	-6	4.1	3.6
Cc1ccccc1C1=NC(c2ccc(F)cc2F)ON1 (configuration not stated)	-14	-1.1	-10	-13	-10	1.1	.	-11	4.3	2.3
CCNC(=O)N1CCC(n2nccc2NC(=O)CCCc2ccccc2)CC1	-3	-3.5	-3	-4	0	0.3	-2	-3	0.4	-1.4
COCCNC(=O)c1cc2cc(Br)cc(OC)c2oc1=O	-59	-2.3	-7	-6	2	0.7	.	-7	4.3	0.9
CCC(Oc1ccc(C)c(C)c1)C(=O)O (configuration not stated)	10	0.2	0	8	1	-0.9	.	1	-1.0	0.6
COC(=O)Cc1ccc(OCc2ccc(Cl)nc2)cc1	.	-0.3	-6	-6	-3	-0.4	-2	1	2.2	-1.9
CCN(CC)S(=O)(=O)c1ccc(N2CCCC2)c(C(=O)Nc2ccc(OC)c(Cl)c2)c1	12	-3.2	1	3	0	1.2	.	-1	2.8	1.6

Quoted from the listing.
Tat export inh result of Cc1ccccc1C1=NC(c2ccc(F)cc2F)ON1 (configuration not stated) stands at -10
phage Ecoli inh result of O=C(O)c1ccc(N=Cc2c(O)ccc3ccccc23)cc1 stands at 0.0
PvdQ acylase result of COc1ccc(CNC(=O)C2(CC3CC(c4ccccc4)=NO3)CCN(C(=O)C3CCCC3)CC2)cc1 (configuration not stated) stands at -16
Tat export inh result of CCNC(=O)N1CCC(n2nccc2NC(=O)CCCc2ccccc2)CC1 stands at -3
Rtt109 Vps75 result of CCN(CC)S(=O)(=O)c1ccc(N2CCCC2)c(C(=O)Nc2ccc(OC)c(Cl)c2)c1 stands at -1

Continued.
SMILES	PfHsp90 set2	CAL PDZ inh	Tat export inh	PvdQ acylase	DAGLB inhibitor	Ecoli viability	Wnt bcat act	Rtt109 Vps75	phage Ecoli inh	AddAB inh
Cc1ccccc1NC(=O)CSc1nnc(CNC(=O)c2ccc3c(c2)OCO3)n1C	-9	-2.3	1	-17	0	-1.1	0	-7	0.2	1.2
CN1CCC(N(C)C(=O)Cc2ccccc2[N+](=O)[O-])CC1	-9	-3.7	6	-1	-1	-1.0	-2	-2	0.5	5.0
COc1cc(C(=O)N(Cc2ccc(F)cc2)C2CCS(=O)(=O)C2)cc(OC)c1OC (configuration not stated)	-15	-0.4	-10	1	0	1.0	.	-2	0.1	3.1
CCOc1ccc2nc(N3CCOCC3)nc(C)c2c1	-5	-1.8	6	-9	-1	-0.2	.	-108	0.3	0.3
Cc1cc(C(=O)N2CCCC2C(=O)O)c(C)o1 (configuration not stated)	-6	-0.1	3	-2	1	3.1	-9	-7	1.6	6.5
COc1cc(CN(C(=O)c2cc3ccccc3oc2=O)C2CCS(=O)(=O)C2)cc(OC)c1OC (configuration not stated)	2	-0.5	-2	-9	-3	-1.2	2	-2	3.5	3.2
CCn1cc(Cl)c(C(=O)Nc2nc3ccccc3n2CCN2CCCCC2)n1	-3	-0.9	-7	13	-5	-2.4	0	5	1.6	1.4
CCOc1ccccc1-n1c(SCC(=O)NC)nnc1-c1ccco1	.	-2.6	-6	4	-1	-0.1	.	14	2.4	1.3
CCOC(=O)N1CCC(N(CCN(C)C)C(=S)Nc2cccc(Cl)c2C)CC1	3	-0.8	3	6	-1	-0.4	.	-2	3.1	4.3
O=C(Nc1sc2c(c1C(=O)O)CCC2)c1ccccc1	74	-1.3	3	-9	6	-0.5	?	7	3.1	0.6
CN1CCN(C(=O)c2ccc(C(F)(F)F)cc2)CC1	1	-1.1	3	-13	-1	0.4	-2	-1	4.4	-0.5
COc1ccc(NC(=O)[C@@H]2CCCN2S(=O)(=O)c2cccc3cccnc23)cc1	-12	-1.3	-9	-13	-3	-1.8	-2	2	1.4	0.3
N#Cc1c(N)n(CCc2ccc(F)cc2)c2nc3ccccc3nc12	0	-1.3	11	-21	-1	2.2	.	3	2.1	-0.3
COc1ccc(CCN2C(=O)CC(NCc3ccc4c(c3)OCO4)C2=O)cc1OC (configuration not stated)	-10	-2.6	-3	-7	0	0.8	-1	-14	.	1.7
CC(C)c1nnc(NC(=O)C2CCCCC2)s1	-4	0.8	4	1	0	-0.1	11	-6	3.6	0.5
CN(C(=O)COC(=O)c1cc(-c2ccccc2Cl)nc2ccccc12)C1CCS(=O)(=O)C1 (configuration not stated)	-2	-1.5	4	-1	2	-0.3	-12	12	0.7	3.0
Cc1cc(=O)oc2cc(OCC(=O)Nc3ccc(CN4CCOCC4)cc3)c(Cl)cc12	-16	-1.5	-4	-1	-1	0.2	-2	2	0.9	0.8
Nc1nc(NCCc2ccccc2)nc(NCc2ccccc2)c1[N+](=O)[O-]	-12	-0.3	-1	-1	-4	-1.0	1	-1	2.6	0.2
CC1=C(C(=O)OCc2ccccc2)C(c2cccnc2)n2ncnc2N1 (configuration not stated)	-22	-0.2	-9	0	6	-2.0	.	3	3.9	0.0
O=C(Nc1nc(-c2ccccn2)cs1)c1ccc(Br)s1	126*	-0.9	-7	-29	-2	-5.9	.	5	-3.0	-4.0
O=S(=O)(c1ccc(N2CCOCC2)nc1)N(Cc1ccccn1)Cc1ccccn1	20	0.8	-6	-14	1	1.1	-4	-22	-0.3	0.6
Cc1nccn1CC(O)COc1ccccc1 (configuration not stated)	33	.	7	-20	-1	0.0	.	5	2.5	-1.9
CCN(CC)CCCNC(=O)CCc1c(C)n(CC)c2cc(-c3ccccc3OC)nn2c1=O	-21	0.2	11	-17	-1	-3.2	-1	-3	0.2	-6.5
CC(=O)NCc1ccc(S(=O)(=O)NC(C)CCc2ccccc2)cc1 (configuration not stated)	-56	-0.4	-4	-15	-1	3.0	-6	-4	0.0	2.4
CCC(NC(=S)NCc1ccc(F)cc1)c1ccccc1 (configuration not stated)	5	-0.3	-10	17	3	-0.1	-1	0	-0.9	-0.4
CN1C2=C(C(=O)CC(C)(C)C2)C(c2cccs2)C2=C1CC(C)(C)CC2=O	12	-0.1	-6	-7	0	-0.5	2	-1	0.1	7.1
Cc1nc2ccccc2n1CC(=O)N1CC(=O)Nc2ccccc21	5	0.0	5	3	-4	0.2	.	9	3.2	2.0
Cc1ccc2nc(-c3ccccn3)cc(C(=O)NCCc3ccc(F)cc3)c2c1	-25	-0.8	10	7	-6	4.3	-1	-16	-0.5	2.8
COc1cccc(C(=O)OCC(=O)NC2CCCc3ccccc32)c1O (configuration not stated)	.	0.2	-2	-6	4	.	-3	-2	2.2	.
O=C(OCc1nnc(-c2ccc(Cl)cc2)o1)c1ccncc1	-1	-1.7	0	6	3	-1.2	0	-1	1.7	1.9
Nc1c(-c2ccc(Cl)cc2)cnn1C1CCS(=O)(=O)C1 (configuration not stated)	4	-0.3	-12	-8	1	-1.3	.	13	2.1	2.4
Cc1cccc(-n2ncc3c2CCCC3NC(=O)CCN2CCCCO2)c1C (configuration not stated)	-9	-0.6	4	-19	0	-0.6	5	-12	2.3	1.2
CC1Cc2ccccc2N1S(=O)(=O)c1cccc(C(=O)OCC(=O)NC2CCS(=O)(=O)C2)c1 (configuration not stated)	-3	-1.0	-3	-5	-3	-0.3	.	14	1.7	0.1
COc1ccccc1-n1c(C)nc(=O)c(-c2ccccc2)c1C	11	-1.1	-3	-3	1	2.6	-5	-27	2.4	1.9
CN1Cc2c(N3CCOCC3)nc3sc(C(=O)c4ccccc4)c(N)c3c2CC1(C)C	-16	1.8	2	-11	3	-1.6	-2	28	0.2	-2.6
CCOc1ncccc1C(=O)Nc1cc(S(=O)(=O)N2CCCCC2)ccc1C	.	0.1	-9	-14	-1	0.3	-2	-11	2.5	-0.1
O=C1C=CC(=O)N1CCCCCCN1C(=O)C=CC1=O	.	.	.	.	.	2.3	-19	.	2.8	1.6
CC(C)COP(=O)(c1ccc(N(C)C)cc1)C(O)c1ccncc1 (configuration not stated)	-10	-1.1	7	-8	0	0.3	-3	1	2.2	1.1
Cc1ccc(CNC(=O)Cc2noc3ccccc23)cc1	.	-1.1	-2	10	-1	0.0	12	-1	0.0	0.5
CCOC(=O)N1CCC(n2c(=S)[nH]c3cc(OC)c(OC)cc3c2=O)CC1	-17	-2.4	7	-16	3	-1.0	.	-21	2.7	0.0
CCCNC(=O)C(Cc1ccccc1)NC(=O)Cc1ccccc1 (configuration not stated)	7	-0.3	-3	-9	-2	1.1	3	-2	1.9	-0.1
COc1ccc(OC)c(S(=O)(=O)N2CCNCC2)c1	19	0.3	-1	-7	2	1.3	1	0	2.1	2.6
Cc1csc(NC(=O)C2CC(=O)N(c3ccc4c(c3)OCCO4)C2)n1 (configuration not stated)	0	-0.1	3	-7	1	-1.8	0	-1	-0.3	-0.6
CC1(C)C2CCC1(C)C(OC(=O)CSc1nc(N)cc(=O)[nH]1)C2 (configuration not stated)	45	-1.8	3	-3	2	1.2	.	-9	0.9	-1.5
COc1ccc([N+](=O)[O-])cc1NC(=O)C1(c2ccccc2)CCOCC1	-27	-0.2	5	-16	-2	-0.6	-1	-4	-1.1	-1.6
NC(=O)c1ccc(NC(=O)CNC(c2ccccc2)c2ccccc2)cc1	9	1.7	-1	18	-2	1.3	0	16	2.4	-0.2
CS(=O)(=O)c1ccc(-c2cccc(NC(=O)c3ccc(Br)o3)c2)nn1	-6	0.8	-5	10	1	-0.5	-5	2	3.8	-0.5
CCC1CCCCN1C(=O)CCNS(=O)(=O)c1ccc2c(c1)oc(=O)n2C (configuration not stated)	-2	-0.4	-6	6	-1	3.3	-3	7	-0.6	3.4

Pulled one by one from above:
SMILES	PfHsp90 set2	CAL PDZ inh	Tat export inh	PvdQ acylase	DAGLB inhibitor	Ecoli viability	Wnt bcat act	Rtt109 Vps75	phage Ecoli inh	AddAB inh
CCOC(=O)N1CCC(n2c(=S)[nH]c3cc(OC)c(OC)cc3c2=O)CC1	-17	-2.4	7	-16	3	-1.0	.	-21	2.7	0.0
Cc1ccc(CNC(=O)Cc2noc3ccccc23)cc1	.	-1.1	-2	10	-1	0.0	12	-1	0.0	0.5

Screening data: PubChem BioAssay, several laboratories
